EBV LMP1 NFkB: EBV LMP1-driven NF-kappaB luciferase reporter inhibitors, primary screen, cell-based, luminescence, single point; LMP1-induced NF-kappaB luciferase reporter cells; inhibition, % at 12.5 µM; 350,000 tested, 0.69% active; in the data active = inhibition above about 41%; inconclusive = no clear call, values can overlap the other calls;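 note: 0% = neutral control wells and 100% = reference inhibitor control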
Vif inh: HIV Vif self-association inhibitors, primary screen, imaging, HEK293T, single point; HEK293T cells, Vif self-association by quenched fluorescence, 24 h; inhibition, % at 7.49 µM; 340,000 tested, 0.35% active; AID 602346, 2012; in the data active = inhibition above about 50%, passing the limit was not always enough; inconclusive = no clear call, values can overlap the other calls; inactive = below about 31%; note: some results filed as inactive read as strong as hits
TROY signal inh: inhibitors of TROY-driven NF-kB signaling, primary screen, Q293 LMP1-TROYcd cells, NF-kB luciferase, uHTS | Q293 LMP1-TROYcd NF-kB luciferase reporter, 4 h | inhibition, % at 10 µM | 360,000 tested, 0.98% active | AID 1347056, 2019;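 active = compounds whose plate-normalised and pattern-corrected inhibition of the luciferase reporter signal at the single screening dose is 50% or more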
SRC1 inh: SRC1 coactivator transcriptional activity inhibitors, primary screen, cell-based, luminescence | Nuclear receptor coactivator 1 (Homo sapiens), Q15788 | HEK293 GAL4-SRC1 luciferase reporter | inhibition, % at 3.6 µM | 360,000 tested, 0.12% active | AID 588354, 2011;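 active = inhibition above the campaign mean plus 3 SD, with each screening campaign given its own cutoff, cut at about 60% in these data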;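 note: 0% = DMSO treated cells and 100% = gossypol at 36 µM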
TLR9-MyD88 block: inhibitors of TLR9-MyD88 association in cells, primary screen, cell-based, CHO, BLA complementation, fluorescence; Toll-like receptor 9 (Homo sapiens) + Myeloid differentiation primary response protein …; CCF4 FRET ratio; inhibition, % at 4.98 µM; 340,000 tested, 0.21% active; AID 504734, 2011;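 active = inhibition above the mean over all tested compounds plus 3 SD, cut at about 21% in these data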;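 note: 0% = DMSO only wells and 100% = clavulanate BLA inhibitor control wells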
COUP-TFII inh: NR2F2 transcriptional activity inhibitors, primary screen, cell-based, luciferase reporter, HEK293T, luminescence. HEK293T NGFI-A luciferase reporter. inhibition, % at 8.6 µM. 370,000 tested, 0.7% active;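 active = inhibition above a per-plate cutoff, mean inhibition of test wells between control levels plus 3 SD, cut at about 38% in these data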;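 note: cells cotransfected with COUP-TFII expression vector driving the NGFI-A reporter; 0% = median of COUP-TF2 test wells and 100% = reporter-only cells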
Target sequence (P24468 whole entry, looked up): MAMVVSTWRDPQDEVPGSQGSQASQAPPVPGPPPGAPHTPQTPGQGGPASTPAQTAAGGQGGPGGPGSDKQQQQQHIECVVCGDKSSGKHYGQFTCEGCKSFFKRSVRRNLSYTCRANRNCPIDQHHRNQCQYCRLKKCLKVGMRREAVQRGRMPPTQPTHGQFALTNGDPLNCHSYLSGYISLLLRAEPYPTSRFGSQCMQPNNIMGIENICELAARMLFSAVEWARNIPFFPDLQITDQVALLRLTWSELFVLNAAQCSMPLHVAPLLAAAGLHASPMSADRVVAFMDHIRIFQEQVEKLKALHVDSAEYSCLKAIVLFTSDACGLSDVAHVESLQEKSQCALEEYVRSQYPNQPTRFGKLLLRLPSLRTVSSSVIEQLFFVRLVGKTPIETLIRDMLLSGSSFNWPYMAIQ
NR5A2 inv ag: LRH-1 (NR5A2) inverse agonists, primary screen, cell-based, luminescence, HEK293T, StAR-luciferase reporter; Nuclear receptor subfamily 5 group A member 2 (Homo sapiens), O00482; LRH-1 transfected, 24 h; inhibition, % at 3.6 µM; 360,000 tested, 0.13% active; AID 602396, 2012;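 active = inhibition above the mean inhibition of all tested compounds plus 3 SD, cut at about 73% in these data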;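 note: 0% = DMSO wells and 100% = reporter-only cells lacking LRH-1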
C8 TRAIL sens: viability loss with TRAIL in NB7+C8 cells, primary screen, TRAIL sensitizer project, cell-based, ATPlite luminescence | inhibition (viability loss, TRAIL sensitization), % at 10 µM | 360,000 tested, 1% active;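 active = compounds causing at least 50% loss of cell viability in the single-dose screen, relative to plate controls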
NCOA2 inhibitor: inhibition of GAL4-SRC2 driven luciferase reporter, primary screen, SRC2 inhibitor project, cell-based, luminescence; HEK293 GAL4-SRC2 luciferase reporter; inhibition, % at 9 µM; 370,000 tested, 0.17% active; AID 651957, 2012;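 active = inhibition above the mean inhibition of all tested compounds plus 3 SD, set per campaign, cut at about 52% in these data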;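 note: 0% = DMSO treated cells and 100% = cells given Gossypol at 36 µM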
NOD2 RIPK2 PPI: NOD2-RIPK2 binding disruptors in cells, primary screen, fluorescence, CHO cells, BLA complementation | Receptor-interacting serine/threonine-protein kinase 2 (Homo sapiens), O43353 | CCF4 ratio | inhibition, % at 4.98 µM | 360,000 tested, 0.38% active | AID 624267, 2012; in the data active = inhibition above about 21%;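 note: 0% = vehicle only and 100% = reference blocker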
Target sequence (O43353 whole entry, looked up): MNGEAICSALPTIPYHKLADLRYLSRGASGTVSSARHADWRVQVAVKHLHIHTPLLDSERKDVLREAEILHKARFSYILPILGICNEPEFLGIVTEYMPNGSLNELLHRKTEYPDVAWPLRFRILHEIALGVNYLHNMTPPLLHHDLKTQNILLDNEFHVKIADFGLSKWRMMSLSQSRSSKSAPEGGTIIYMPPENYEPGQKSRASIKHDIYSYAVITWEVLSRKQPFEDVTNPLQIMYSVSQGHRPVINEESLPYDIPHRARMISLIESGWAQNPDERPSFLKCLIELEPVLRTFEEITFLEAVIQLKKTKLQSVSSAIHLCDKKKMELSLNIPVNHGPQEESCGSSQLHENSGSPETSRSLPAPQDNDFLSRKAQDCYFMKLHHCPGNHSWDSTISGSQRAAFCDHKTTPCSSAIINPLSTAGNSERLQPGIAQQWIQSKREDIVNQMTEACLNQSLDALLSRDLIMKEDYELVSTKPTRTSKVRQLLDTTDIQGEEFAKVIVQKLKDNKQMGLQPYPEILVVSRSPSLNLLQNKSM
NCOA3 inh: SRC3 coactivator transcriptional activity inhibitors, primary screen, cell-based, luminescence. inhibition, % at 3.6 µM. 360,000 tested, 0.17% active. Nuclear receptor coactivator 3 (Homo sapiens), Q9Y6Q9. HEK293 GAL4-SRC3 luciferase reporter;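 active = inhibition above a per-campaign cutoff, the mean of all compounds plus 3 SD, cut at about 60% in these data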;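 note: 0% = DMSO-treated cells and 100% = gossypol-treated cells at 36 µM; higher means less SRC3-driven luciferase light from the GAL4 reporter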
* marks the source's active call; other numbers are inactive results; ? = inconclusive; · = not tested or not shown. This is a subset (hit frequency here may not be typical).

SMILES	EBV LMP1 NFkB	Vif inh	TROY signal inh	SRC1 inh	TLR9-MyD88 block	COUP-TFII inh	NR5A2 inv ag	C8 TRAIL sens	NCOA2 inhibitor	NOD2 RIPK2 PPI	NCOA3 inh
COc1cc(C2Sc3ccccc3NC3=C2C(=O)OC3)cc(OC)c1OC (stereo not drawn)	-4	-3	-9	18	0	-26	-6	-21	-22	-8	9
COc1cc(C2N(C)CCC3(OCCO3)C2(C)C)cc(OC)c1OC (stereo not drawn)	2	-5	14	-26	-2	7	2	-9	-20	0	7
COc1ccccc1C(C)NC(=O)c1ccc(C)o1 (stereo not drawn)	-3	-1	2	-5	1	-10	4	20	-7	8	18
Cc1ccc(C)c(OCCn2cc(/C=C(\C#N)C(=O)NCC3CCCO3)c3ccccc32)c1 (stereo not drawn)	-5	0	1	18	2	-3	20	4	8	-5	3
C[C@H](CO)NC(=O)c1[nH]cnc1C(=O)Nc1cccc(Cl)c1	2	1	10	-5	12	5	7	1	-10	3	-13
Cn1c(SCc2ccc(F)cc2)nnc1-c1cccs1	-6	-1	-44	-89	-7	·	-130	9	·	-1	-78
Cc1nc2c(C)cccc2cc1C(=O)N/N=C/c1cccc([N+](=O)[O-])c1	-1	-18	16	0	-7	11	7	2	-5	5	9
CCOC(=O)C1CCCN(C(=O)c2cnn3c(C(F)F)cc(-c4ccc(C)cc4)nc23)C1 (stereo not drawn)	-1	-4	-15	-4	-1	2	-8	13	1	6	16
CC(=O)c1c(OC(=O)c2ccccc2)ccnc1C(F)(F)F	0	5	2	-4	15	0	7	2	-10	-13	-5
Cc1ccccc1NC(=O)NCCc1c[nH]c2ccccc12	-9	3	1	-12	14	-14	7	2	3	-3	13
COC(=O)c1cc(Sc2cccc(Cl)c2Cl)ccn1	3	-5	5	-13	-4	5	1	-6	-25	4	0
O=C(/C=C/c1ccccc1)N1c2ccccc2Sc2ccc(C(F)(F)F)cc21	5	-4	12	7	5	0	8	-5	-6	2	16
Cc1cc(Nc2ccc(F)c(F)c2)nc(-c2ccccc2O)n1	-8	-5	-1	7	2	0	-5	3	-4	8	5
C/C=C(\C)CN1CCN(c2ccccc2)CC1	4	19	1	-12	-3	-18	-15	7	-13	1	-8
C#Cc1ccc(NC(=O)C2(C)CCN2C(=O)c2cc(C)n(C)n2)cc1 (stereo not drawn)	·	0	-7	14	·	26	3	-12	13	0	-14
COc1ccc(/C=C2\N=C3CCCN3C2=O)cc1	-16	-4	-75	-62	-6	-73	-15	10	-60	7	-68
Cc1cnc(NC(=O)Cc2ccc(C)c(C)c2)s1	9	-8	-11	9	-3	-20	-2	17	-3	4	-20
CC(=O)CCc1ccc(OCC(=O)Nc2cccc(S(=O)(=O)N(C)c3ccccc3)c2)cc1	-1	1	3	-9	-5	-5	-11	-3	7	-11	11
O=C(/C=C/c1ccccc1)NCc1ccc2c(c1)OCO2	3	-11	-44	0	0	-7	7	-9	2	-9	-2
CCc1nnc(NC(=O)CSc2nc3c(c(=O)n2C)SC(C)C3)s1 (stereo not drawn)	-13	12	10	-11	-2	3	-19	15	-17	-7	-8
CN(C(=O)c1ccc(COc2ccccc2Cl)o1)c1ccccc1	3	-6	9	3	2	10	10	-12	20	9	-1
Cn1c(=O)c2c(nc(Sc3ncnn3CC(=O)NC3CCCCC3)n2C)n(C)c1=O	-2	?	-21	-25	-8	3	-1	9	-6	4	4
Clc1ccc(C2=NNC(=NCC3CCCO3)SC2)cc1 (stereo not drawn)	-4	23	-42	-77	-10	-24	-76	14	-27	-13	-69
Cc1ccc(NC(=O)COC(=O)Cn2c(C)csc2=O)c([N+](=O)[O-])c1	-4	22	3	3	-10	1	-13	-18	-7	-4	-22
Cc1ccc2nc(NC(=O)Cn3cc4c(n3)CCCCC4)sc2c1	0	·	-4	-11	-1	11	-19	-6	-34	1	1
CC(C)c1ccc(N=c2c([N+](=O)[O-])nn(-c3ccc4c(c3)OCCO4)n2O)cc1	3	8	18	-11	6	-7	-23	-22	-18	-1	-7
C[C@@H]1CN([C@H](C)CO)C(=O)CCCn2cc(nn2)CO[C@H]1CN(C)S(=O)(=O)c1cccs1	·	26	1	10	·	-5	6	0	1	4	10
CCN(Cc1cnn(C)c1)C(=O)c1ccc2nc(Cc3cccc(Cl)c3)oc2c1	-7	-6	3	-1	-6	11	-14	-21	-26	-4	-6
CSCCC(=O)N1CCC(CCC(=O)NC2CC2)CC1	-4	2	11	-14	4	10	-16	-10	-19	-10	10
O=C(NN=C1CCCC1)c1ccccc1OCCOc1ccccc1	10	0	9	-10	13	-16	-4	-6	13	-2	-3
Nc1ccc(-c2cnc[nH]2)cc1[N+](=O)[O-]	0	-3	-2	-42	10	-2	-9	-9	-41	12	-24
CCOc1ccc(/C=N/Nc2ccc(C(F)(F)F)cc2[N+](=O)[O-])cc1O	-4	9	15	-22	0	12	22	0	1	2	6
COc1ccccc1CNS(=O)(=O)c1csc(C(N)=O)c1	9	-4	16	5	-11	14	-5	0	3	-9	-11
CCC(=O)N1CCN(c2cc(C)ccc2C)CC1	2	50*	-9	3	-2	-10	5	-5	2	-12	4
CCOc1ccc(CCNC(=O)c2cccc(S(=O)(=O)N3CC(C)OC(C)C3)c2)cc1OCC (stereo not drawn)	-3	-11	-11	-1	-1	13	-9	5	-4	-1	10
Cc1nnc(SCC(=O)NCC(=O)Nc2ccc(F)c(F)c2F)n1Cc1ccccc1	-14	-4	15	11	6	11	-7	-3	-15	-3	3
O=C(/C=C/c1ccc(Br)cc1)NCc1cccs1	-12	0	-65	-5	-7	-20	-42	-1	-27	-6	-11
NC(Cc1ccc(Cl)cc1)c1csc(Nc2ccc(S(N)(=O)=O)cc2)n1 (stereo not drawn)	·	1	22	-3	·	13	0	-6	1	3	10
Cc1ccc(-c2cn3c(n2)SCC3)cc1	-17	23	-18	-91	9	-31	-139	17	-60	0	-104
FC(F)(F)c1cccc(-c2nc(-c3ccncc3)no2)c1	-21	-5	-24	-37	16	-2	-31	-25	-40	6	-41
C/C(=N\NC(=O)c1nnn(-c2nonc2N)c1CN(C)C)c1ccco1	2	-19	2	3	-2	-11	-7	-3	-3	2	-4
Cn1c(N)c(C(=O)COC(=O)CCC2CCCC2)c(=O)n(C)c1=O	-1	-6	5	-18	0	-11	-3	0	-2	-9	15
Cc1cccc(C(=O)Nc2ccc(CC(=O)O)cc2)c1	7	6	-8	-4	-12	36	16	13	50	4	16
C=CCn1c(SCC(=O)O)nnc1-c1cccc(Cl)c1	-13	-6	-7	-1	-16	-3	-3	-7	-18	-2	-23
COc1ccc(NC(=O)COC(=O)c2ccc(O)cc2)c([N+](=O)[O-])c1	7	2	-13	17	-2	-10	7	-2	-20	-1	1
CNC(=O)CN1C(=O)C2C3C=CC(C3)C2C1=O (stereo not drawn)	-3	12	-4	-10	-1	14	-2	3	-13	-5	5
CN(CC(=O)Nc1ccc(F)c(F)c1F)C(=O)c1cc(S(=O)(=O)N(C)C)ccc1N1CCCC1	-10	14	7	-14	0	6	7	3	-4	0	9
CC1(CO)CCCC1NCCNC1CCCC1(C)CO (stereo not drawn)	·	9	44	-15	·	·	-34	1	·	-4	3
COc1cccc(NC(=O)COC(=O)C2CC(=O)N(c3ccc(C)cc3)C2)c1 (stereo not drawn)	0	23	-3	-15	-4	-33	-5	7	-13	-5	-2
N#Cc1cccc(C#N)c1N1CCC(C#N)CC1	-2	3	-6	1	·	4	9	-10	2	-8	-3
CNc1ncnc(Sc2ccc(Cl)cc2)c1[N+](=O)[O-]	·	-2	-4	3	·	-5	6	10	0	-8	17
CCCC(c1nnnn1C(C)(C)CC)N1CCN(C2CCCC2)CC1 (stereo not drawn)	6	21	0	6	0	-14	9	1	-26	-2	19
Cc1c(Cl)cccc1NC(=O)CNC(=O)c1cn(-c2ccccc2)nc1-c1cccnc1	6	-8	5	-15	-3	9	4	0	-27	5	-21
CCC1=NN2C(=N)/C(=C/c3ccc(OS(=O)(=O)c4ccccc4)c(OC)c3)C(=O)N=C2S1	-2	-2	-4	-19	-2	6	-24	-12	3	3	-31
N=C(N)SCc1ccccc1Cl	-7	-2	26	-3	-5	-2	-4	-3	8	1	6
O=C1C=C(c2cccc(Cl)c2O)C[C@@H](c2ccc(F)cc2)C1	-5	0	13	-15	3	5	9	5	-27	10	-26
Clc1ccccc1NN=Cc1ccccn1	-25	-3	-69	-103	-7	-54	-75	13	-47	11	-111
COc1cc(OC)c2c(-c3cccc(-c4ccc(NC(C)=O)cc4)c3)cc(=O)oc2c1	2	6	38	-10	0	-23	3	11	7	11	7
CN1CCN(C(=O)c2cc3c(n(-c4ccccc4)c2=O)CC(C)(C)CC3=O)CC1	-2	2	4	-1	4	-2	-4	-8	-1	-7	-5
CCOc1ccc(CC(C(N)=O)C(N)=O)cc1	4	4	-4	-3	4	9	17	-3	9	-3	3
(continued)
SMILES	EBV LMP1 NFkB	Vif inh	TROY signal inh	SRC1 inh	TLR9-MyD88 block	COUP-TFII inh	NR5A2 inv ag	C8 TRAIL sens	NCOA2 inhibitor	NOD2 RIPK2 PPI	NCOA3 inh
O=C(CSc1nc2ccccc2c(=O)n1-c1ccccc1)NCc1ccc2c(c1)OCO2	2	33	-4	4	-3	-1	17	-7	5	-7	-18
Cc1cc(C(=O)COC(=O)C23CC4CC(CC(O)(C4)C2)C3)c(C)n1C	-13	11	12	-84	-10	-54	-73	-8	-50	-3	-78
O=C(NC1CC1)c1ccc(S(=O)(=O)NCC2CCCCC2)cc1	0	-1	3	10	-5	-3	2	-17	3	7	11
COc1ccc(CN2CCCCC2C)c(C)c1C (stereo not drawn)	-6	13	-33	-7	-8	5	-5	-5	-15	-1	14
COCCNC(=O)Cn1nc(C)c([N+](=O)[O-])c1C	-1	11	-1	1	-7	6	-5	-6	-34	-10	8
CC(CCC(=O)NN)C1CCC2C3CCC4CC(O)CCC4(C)C3CCC12C (stereo not drawn)	-1	22	24	-11	3	2	9	29	9	-6	-10
O=C(NCc1ccco1)c1cc(-c2ccccc2)nn1CC1CC(c2cccnc2)=NO1 (stereo not drawn)	-6	5	0	-1	3	5	1	5	-18	5	-7
CCN(CCNS(=O)(=O)c1ccc2[nH]c(=O)sc2c1)c1ccccc1	1	-13	13	-17	-4	-4	18	-14	18	-16	12
CNC1=C(N(C(C)=O)c2ccc(Br)cc2)C(=O)c2ccccc2C1=O	25	1	64*	81*	-11	48*	97*	92*	46	-6	81*

Source: PubChem BioAssay
